Pol iota inh: inhibitors of human DNA polymerase iota; Pol iota fluorescent replication assay, 10 min; 1% of 390,000 active; Q9UNA4; Potency, µM (doses to about 115 µM), for the others: at the top dose activity, negative = inhibition, usual class: inhibitors; further: potency means the concentration at half of the fitted maximal effect
Target sequence (Q9UNA4 whole entry, looked up): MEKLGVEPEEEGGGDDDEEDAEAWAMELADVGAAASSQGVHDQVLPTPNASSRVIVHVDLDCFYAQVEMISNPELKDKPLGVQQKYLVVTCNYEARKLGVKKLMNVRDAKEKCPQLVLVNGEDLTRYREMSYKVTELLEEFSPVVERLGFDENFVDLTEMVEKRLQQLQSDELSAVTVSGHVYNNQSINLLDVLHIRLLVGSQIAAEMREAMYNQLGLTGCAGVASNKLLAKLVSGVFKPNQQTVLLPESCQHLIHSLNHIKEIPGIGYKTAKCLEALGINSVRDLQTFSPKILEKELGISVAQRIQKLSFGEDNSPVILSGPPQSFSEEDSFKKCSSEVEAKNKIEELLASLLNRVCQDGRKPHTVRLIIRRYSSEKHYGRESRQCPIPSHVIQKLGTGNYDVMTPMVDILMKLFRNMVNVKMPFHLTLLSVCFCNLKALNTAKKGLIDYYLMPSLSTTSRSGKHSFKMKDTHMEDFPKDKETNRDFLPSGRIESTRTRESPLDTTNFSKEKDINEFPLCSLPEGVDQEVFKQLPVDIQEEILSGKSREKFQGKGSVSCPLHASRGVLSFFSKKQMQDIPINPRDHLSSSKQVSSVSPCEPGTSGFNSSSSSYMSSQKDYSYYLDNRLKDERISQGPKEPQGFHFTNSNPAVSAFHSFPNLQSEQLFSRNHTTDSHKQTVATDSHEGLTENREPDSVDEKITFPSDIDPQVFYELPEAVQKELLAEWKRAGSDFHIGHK
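Pol iota at 10 nM preincubated 15 min with compounds at room temperature; reaction started with fluorescent substrate, 50 nM final. Fluorescence read kinetically at 0 and 10 min; buffer-only wells as negative control.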
APE1 inh: blocks human APE1 abasic DNA cleavage | recombinant APE1, TAMRA/BHQ-2 abasic DNA cleavage fluorescence | Potency, µM (series often up to 65.8 µM), inactives show at the highest dose activity change, negative = inhibition, most hits filed as inhibitors | 0.35% of 350,000 active | AID 2517 | P27695;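 further: potency means the concentration at half of the fitted maximal effect; plate controls were vehicle for no effect and reference inhibitor for full effect; nearly all actives have a fitted effect of over 55% in size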
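Enzyme (0.75 nM final) and test compound are incubated 15 min at room temperature before adding 50 nM quenched THF abasic-site duplex. Cleavage dequenches TAMRA, followed at 525/598 nm over three reads one minute apart.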
BLM helicase inh: inhibitors of human Bloom syndrome helicase BLM; Potency, µM (doses to about 56.1 µM), for inactives: at the highest dose activity change, negative = inhibition, actives largely listed as inhibitors; 0.2% of 350,000 active; recombinant BLM DNA unwinding, fluorescence dequenching;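 further: potency means the concentration at half of the fitted maximal effect; plate controls were vehicle for no effect and no enzyme for full effect; nearly all actives have a fitted effect of over 35% in size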
POLB inh: blocks human DNA polymerase beta activity; P06746; Pol beta primer extension/strand displacement, fluorescence kinetic; Potency, µM (doses to about 114 µM), for the others: at the top dose activity change, negative = inhibition, usual class: inhibitors; 1.3% of 340,000 active; AID 485314; further: potency means the concentration at half of the fitted maximal effect; on the % scale 0 is the no-effect control and ±100 the full control effect
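Homogeneous kinetic assay of primer extension and strand displacement by 10 nM Pol beta, preincubated 15 min at room temperature with compound before 50 nM substrate (final) was added. Read at 0 and 10 min; four-parameter Hill fit.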
TRHR ag: agonists of human TRH receptor; 0.18% of 360,000 active; activation, % at 2 µM; AID 493084; TRHR cells, calcium flux fluo-8, FDSS agonist mode; P34981; in the data active means activation above about 30%; further: 0% is about no effect
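TRHR-expressing cells, plated overnight in medium with 10% serum, were loaded with fluo-8 calcium dye at room temperature. After a 10 s baseline, library compound was pin-added and calcium release was recorded kinetically (ex 480/em 530) as agonist response.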
ERG-DNA inh: ERG Ets/DNA interaction inhibition. P11308. fluorescence polarization, His-ERG Ets domain / labelled DNA. Potency, µM (series often up to 76.9 µM), for inactives: top-dose FP activity, negative = inhibition, hits mostly inhibitors. 0.028% of 370,000 active. AID 624246; active means well fitted inhibition curve with a large enough effect in the polarisation, with a control signal flat; inconclusive means small, poorly fitted or top-dose-only effect, or effect the other way, or a change in a side signal; inactive means no such curve, though single readings can be large or run the other way; the % refers to the polarisation;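 further: polarization taken with two DNA probes labelled with fluorescein and Texas red; potency means the concentration at half of the fitted maximal effect; % of control where 0% means no effect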
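His-tagged ERG Ets domain (1 uM in the protein solution; 300mM KCl, 50mM Tris-HCl, 1mM EDTA, 1mM DTT, pH 7.5) received compound, then a probe mix of 5 nM fluorescein-DNA and 100nM Texas-615-DNA. Fluorescence polarization was read for both dyes.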
Pol kappa inh: DNA polymerase kappa (human) inhibition; 0.53% of 400,000 active; Q9UBT6; AID 588579; purified Pol kappa, fluorescent DNA synthesis assay, 10 min; Potency, µM (doses to about 107 µM), inactives show top-dose activity, negative = inhibition, most hits filed as inhibitors; further: potency means the concentration at half of the fitted maximal effect; on the % scale 0 is the no-effect control and ±100 the full control effect
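Kinetic fluorescence screen: compound preincubated 15 min RT with 10 nM enzyme; 50 nM substrate (final) initiates; reads at 0/10 min.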
Anesthetic bind: binds horse apoferritin like a general anesthetic | P02791 | apoferritin/1-aminoanthracene competitive binding, fluorescence | Potency, µM (highest dose often 77.5 µM), without a hit: at the highest dose activity change, negative = displacement, actives largely listed as inhibitors | 0.074% of 350,000 active | AID 485281; further: potency means the concentration at half of the fitted maximal effect; on the % scale 0 is the no-effect control and ±100 the full control effect; nearly all actives have a fitted effect of over 20% in size
Target sequence (P02791 2-175 limits assumed): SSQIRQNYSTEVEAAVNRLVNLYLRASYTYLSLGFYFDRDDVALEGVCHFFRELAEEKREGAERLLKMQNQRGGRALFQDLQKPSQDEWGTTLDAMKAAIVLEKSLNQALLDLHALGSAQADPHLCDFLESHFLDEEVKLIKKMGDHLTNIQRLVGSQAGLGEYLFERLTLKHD
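Probe: 1-aminoanthracene (50% saturated, PBS). Protein: horse-spleen apoferritin, 10 uM. Incubation: 10 min, room temperature. Detection: 380 nm excitation, 535 nm emission. Analysis: normalized response, four-parameter Hill.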
ALOX12 inh: blocks human arachidonate 12S-lipoxygenase; P18054; purified 12hLO, xylenol orange hydroperoxide absorbance; Potency, µM (highest dose often 108 µM), for inactives: top-dose activity change, negative = inhibition, actives largely listed as inhibitors; 1.1% of 580,000 active; AID 1671190; further: potency means the concentration at half of the fitted maximal effect; on the % scale 0 is the no-effect control and ±100 the full control effect
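Purified human 12hLO (150 nM final) in 25 mM Hepes, 0.01% Triton X-100, pH 7.0 was preincubated 15 min at room temperature with compound. Then 40 uM arachidonic acid was added, 30 min. Hydroperoxide was read by Fe-XO absorbance ratio 573/405 nm.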
Active calls of the source: *; ? = inconclusive; . = no result given; & = joins results of further samples; [ ] = remark or other dose. Unless noted, the call rests on the fitted dose curve; in most records, active means well fitted curve in the direction sought with a large enough effect; inconclusive means small, poorly fitted or top-dose-only effect, or another doubt; inactive means no such curve, though single readings can be large; an effect the other way counts as inactive or inconclusive. This is a subset; the hit share may differ from the screen's.

1: COc1ccccc1CN(Cc1ccco1)S(=O)(=O)c1ccc(-n2cnnn2)c(OC)c1
2: COc1cc(OC)c(NC(=O)C(C)n2c(=O)cc(-c3ccccc3)c3c(C)nn(C)c32)cc1Cl (configuration not stated)
3: CC(C)(C)Nc1nc(Nc2ccc([N+](=O)[O-])cc2)nc(NC(C)(C)C)n1
4: Cc1ccc(NC(=O)CCc2ccc(C)o2)c(Br)c1
5: COC(=O)/C=C1/S/C(=N/NC(=O)c2ccccc2C)NC1=O
6: CC(C)CN1CC(C(=O)O)CC1=O (configuration not stated)
7: COc1ccc(CCN2C(=O)CC(Nc3ccc(N4CCOCC4)cc3)C2=O)cc1OC (configuration not stated)
8: Cc1ccc(C)c(S(=O)(=O)NC(Cc2c[nH]c3ccccc23)C(=O)O)c1 (configuration not stated)

screen / no.,1,2,3,4,5,6,7,8
Anesthetic bind,-1%,-6%,-10%,?,-16%,-4%,?,-17%
POLB inh,2%,12%,-1%,1%,2%,31%[activator],8%,0%
Pol iota inh,2%,14%,92%[activator],71%[activator],3%,41%[activator],6%,0%
APE1 inh,-7%,.,-20%,15%,-6%,-7%,0%,4%
ERG-DNA inh,.,-7%,1%,1%,-5%,-7%,5%,-1%
Pol kappa inh,-5%,10%,5%,-12%,4%,-10%,-12%,-2%
BLM helicase inh,-4%,-9%,-12%,-1%,-1%,-4%,2%,-2%
ALOX12 inh,3%,-32%,-14%,-1%,0%,-15%,5%,?
TRHR ag,1.0,0.2,-0.2,-0.7,-1.6,1.5,-0.2,0.0

9: O=S(=O)(NCC(c1ccco1)N1CCN(c2ccc(F)cc2)CC1)c1cc(F)ccc1F (configuration not stated)
10: c1ccc(Cn2cnc3ccccc32)cc1
11: O=C(Cc1c[nH]c2ccccc12)OCCOC(=O)Cc1c[nH]c2ccccc12
12: Cc1ccc(N(C(=O)Cc2cccs2)C(C(=O)NC2CCCC2)c2ccncc2)cc1 (configuration not stated)
13: CC(=O)N1c2ccc(S(=O)(=O)N3CCCCC3)cc2CC1C(=O)Nc1ccc(C)cc1 (configuration not stated)
14: COc1ccc(OC)c(C2C3=C(CCCC3=O)Nc3nnnn32)c1 (configuration not stated)
15: Clc1ccccc1CSc1snnc1-c1ccccc1
16: O=C(c1cc(-c2ccc3c(c2)OCO3)on1)N1CCN(c2ccc(F)cc2)CC1

screen / no.,9,10,11,12,13,14,15,16
Anesthetic bind,49%[activator],-7%,0%,-6%,-16%,-9%,?,-4%
POLB inh,5%,7%,-25%,-20%,-1%,6%,2%,10%
Pol iota inh,?,-2%,9%,-1%,-8%,7%,3%,-10%
APE1 inh,.,1%,5%,3%,35%[activator],9%,-2%,9%
ERG-DNA inh,5%,.,-3%,-1%,-9%,3%,7%,-8%
Pol kappa inh,-15%[60.1 µM],-5%,-8%,2%[60.1 µM],-23%,-17%,-6%,0%
BLM helicase inh,-6%,4%,-12%,3%,-4%,-5%,-5%,-7%
ALOX12 inh,?,7%,0%,-7%,2%,20%,-12%,14%
TRHR ag,-1.1,0.1,0.4,13,-0.4,-0.6,0.1,1.0

17: COc1ccccc1C(=O)Nc1ccc2c(c1)nc(CCNC(=O)c1ccco1)n2C
18: CCCCOc1ccc(CSCCN=C(N)N)cc1
19: CC(=O)c1c(C)[nH]c(C(=O)OCC(=O)Nc2cccnc2Cl)c1C
20: Cn1c2ccccc2c2cc(C(=O)N3CCN(CCO)CC3)sc21
21: CCCCCCc1c(C[C@H](N)C(=O)O)o[nH]c1=O
22: COc1ccc(Cc2nnc(SCC(=O)c3cccc([N+](=O)[O-])c3)n2C)cc1
23: O=C(Nc1cc(S(=O)(=O)N2CCOCC2)ccc1N1CCOCC1)c1ccc(S(=O)(=O)N2CCCCC2)cc1
24: Cc1ccnc(NC(=O)c2cccc(NC(=O)CC3SC(N4CCCCC4)=NC3=O)c2)c1 (configuration not stated)

screen / no.,17,18,19,20,21,22,23,24
Anesthetic bind,-4%,?,.,3%,.,?,-18%,.
POLB inh,6%,2%,.,7%,.,6%,4%,.
Pol iota inh,36%[activator],-7%,-5%,37%,.,3%,175%[activator],-10%
APE1 inh,-5%,-4%,9%,-1%,-3%&-6%,-1%,?,47%[activator]
ERG-DNA inh,-11%,0%,-11%,-3%,.,.,1%,5%
Pol kappa inh,-1%,-7%,-4%,-6%,-3%&-7%[19.4 µM],-2%,2%,-7%
BLM helicase inh,4%,-4%,.,-3%,0%&1%,0%,-5%,.
ALOX12 inh,1%,-18%,-6%,?,16%&173%,-16%,1%,-11%
TRHR ag,-0.8,-0.1,.,-0.2,.,0.8,-0.4,0.2

Limited to TRHR ag and Pol iota inh, for 3 of the compounds above:
no. | Molecule | TRHR ag | Pol iota inh
15 | Clc1ccccc1CSc1snnc1-c1ccccc1 | 0.1 | 3%
3 | CC(C)(C)Nc1nc(Nc2ccc([N+](=O)[O-])cc2)nc(NC(C)(C)C)n1 | -0.2 | 92%[activator]
8 | Cc1ccc(C)c(S(=O)(=O)NC(Cc2c[nH]c3ccccc23)C(=O)O)c1 (configuration not stated) | 0.0 | 0%

Next structures follow.
25: CCC(C)C(=O)Nc1cc(OC)c(OC)cc1C(=O)O (configuration not stated)
26: O=C(Nc1cc(Cl)cc(Cl)c1)c1ccc(F)c(S(=O)(=O)N2CCc3ccccc32)c1
27: COc1ccc(S(=O)(=O)Cc2ccc(C(=O)O)o2)cc1
28: COc1ccc(Cl)cc1NC(=O)C(C)OC(=O)Cn1cc(C(F)(F)F)ccc1=O (configuration not stated)
29: Cc1nc2ccn(Cc3ccccc3)c(=O)c2cc1C(=O)N1CCN(c2ccc(F)cc2)CC1
30: CCc1nnc(NS(=O)(=O)c2ccc(N3C(=O)c4ccccc4C3=O)cc2)s1
31: CC(C)N(C(=O)CSc1nnc(CN2CCCCCC2=O)n1-c1ccccn1)C(C)C
32: C=CCN(CC=C)C(=O)C(=O)c1cc(C)n(-c2ccc([N+](=O)[O-])cc2)c1C

screen / no.,25,26,27,28,29,30,31,32
Anesthetic bind,-1%,-12%,2%,.,-2%&-21%,-4%,-10%,?
POLB inh,-10%,4%,-1%,.,22%&3%,5%,9%,8%
Pol iota inh,?,-14%,-6%,6%,-1%&39%,14%,?,25%
APE1 inh,-2%,.,28%,10%,-10%,-3%,-2%,-1%
ERG-DNA inh,-3%,-3%,-3%,1%,-17%&-1%,3%,-16%,-1%
Pol kappa inh,-1%,-8%[60.1 µM],18%,-10%,3%&-10%,-4%,?,-2%
BLM helicase inh,-1%,-8%,-4%,.,-4%&-3%,-8%,-1%,-4%
ALOX12 inh,?,?,-3%,54%[activator],-15%&-14%,-17%,-11%,-4%
TRHR ag,-0.3,0.8,0.0,-0.3,-1.2&-0.3,-0.2,-1.0,.

33: COc1ccc(NC(=O)CN2CCN(c3ccccc3)CC2)cc1
34: CCCOc1ccc(C(=O)Nc2ccc(Cl)cn2)cc1
35: CCCOc1ccc(NC2=CC(=O)CC(C)(C)C2)cc1
36: CCCCn1c(/C=C/c2ccco2)nc2ccccc21
37: Cc1nc(SCc2ccc(F)cc2)c2oc3ccccc3c2n1
38: O=C1N=C(N2C=CC(=C3C=CNC=C3)C=C2)/C(=C/N=NC(=O)c2ccccc2)S1
39: O=C(COc1ccccc1)c1cn(CC(=O)N2CCOCC2)c2ccccc12
40: Cc1ccc(N2CC(C(=O)OCC(=O)c3c(N)n(CC(C)C)c(=O)n(C)c3=O)CC2=O)cc1 (configuration not stated)

screen / no.,33,34,35,36,37,38,39,40
Anesthetic bind,-8%,0%,-15%,-19%,3%,-10%,-15%,.
POLB inh,85%,5%,0%,8.9µM*,-23%,10%,3%,.
Pol iota inh,1%,11%,40%[activator],?,29%,109%[activator],-4%,-4%
APE1 inh,1%,3%,16%,7%,-4%,-23%,-4%,7%
ERG-DNA inh,-6%,1%,-1%,12%,7%[15.4 µM],-8%,-2%,2%
Pol kappa inh,-15%,-2%,-8%,-10%,-1%,-7%,-15%,-14%
BLM helicase inh,-2%,-3%,-12%,?,-11%,-7%,0%,.
ALOX12 inh,4%,0%,-3%[57.4 µM],?,?,22%,13%,-1%
TRHR ag,-0.4,0.2,-0.4,1.1,0.3,2.5,1.2,0.1

41: COc1cc(NC(=O)CN2CCCCC2)c(C)cc1[N+](=O)[O-]
42: CC(=O)C1=C(C)OC(N)=C(C#N)C1c1cc([N+](=O)[O-])ccc1Cl (configuration not stated)
43: CC(=O)O/N=C(\N)c1cnn2c(C(F)(F)F)cc(C(F)(F)F)nc12
44: Cn1nnc2c(NCc3ccc(Cl)cc3)ncnc21
45: COc1ccc(Cl)cc1C(=O)OCC(=O)NCc1cccs1
46: CN(C(=O)c1ccc([N+](=O)[O-])cc1)c1ccccc1C(=O)NCc1ccccc1
47: COc1ccccc1NC(=O)c1oc2ccccc2c1NC(=O)c1ccccc1C(F)(F)F
48: Cc1[nH]c2ccccc2c1C(Nc1nccs1)c1ccncc1 (configuration not stated)

screen / no.,41,42,43,44,45,46,47,48
Anesthetic bind,2%,-7%,-10%,-7%,.,-4%,7%,0%
POLB inh,-2%,15%,-10%,16%,.,-27%,16%,6%
Pol iota inh,12%,11%,?,9%,-2%,-5%,-17%,27%
APE1 inh,13%,21%,4%,.,3%,8%,.,-6%
ERG-DNA inh,5%,4%,7%,6%,0%,-2%,-2%,-1%
Pol kappa inh,-11%,5%,-9%,-7%[60.1 µM],9%,-7%,-23%,-10%
BLM helicase inh,-1%,-2%,-6%,1%,.,1%,-5%,1%
ALOX12 inh,7%,?,?,-3%,6%,-17%,-20%,?
TRHR ag,-1.3,-1.3,0.7,0.0,-0.2,0.1,0.0,-0.3
